CaV13 FRET inh = Primary screen for inhibitors of IQ motif and Ca2+-dependent inactivation inhibitor domain binding in CACNA1D, Förster resonance energy transfer in living cells, …; HEK cells, CFP/YFP FRET ICDI-IQ, plate reader, 10 min; percent FRET-ratio fall versus neutral wells; inhibition, % at 12.3 µM; hit rate 0.098% among 340,000; AID 743397;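 active = mean replicate inhibition of at least 30% and at least 1% of replicates passing that level; inconclusive = only one of the two criteria is met; inactive = neither criterion is met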;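 note: 0% = median of the neutral control wells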
MC4R barr agon = human MC4R agonism via beta-arrestin; P32245; U2OS MC4R beta-arrestin complementation, luminescence; percent of melanotan II response, DMSO zero; activation, % at 8.9 µM; hit rate 0.98% among 360,000; AID 540308;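 active = activation above a per-plate cutoff, the mean activation of sample wells on that plate plus 3 SD, cut at about 8% in these data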
Vif inh = inhibitors of HIV Vif | HEK293T cells, Vif self-association by quenched fluorescence, imaging, 24 h | inhibition, % at 7.49 µM | hit rate 0.35% among 340,000 | AID 602346; in the data active = inhibition above about 50%, passing the limit was not always enough; inconclusive = no clear call, values can overlap the other calls; inactive = below about 31%; note: some results filed as inactive read as strong as hits
Cardio protect = modulators protecting cardiomyocytes from myocardial damage; hit rate 0.63% among 360,000; H9c2 cardiomyocytes, H2O2 injury protection, ATPLite, 2 h; AID 588492; protection from H2O2 cell death, % at 20 µM;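 active = compounds giving at least 50% protection of heart cells from peroxide-induced death in the single-dose screen, raw or plate-pattern-corrected value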;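 note: 0% = DMSO wells with peroxide and 100% = DMSO wells without peroxide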
MC4R antag cAMP = antagonists of human melanocortin 4 receptor (MC4R); P32245; MC4R-expressing cells, MTII-stimulated cAMP, LANCE TR-FRET; inhibition, % at 6.5 µM; hit rate 0.48% among 360,000; AID 540295;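 active = inhibition above its plate's cutoff, the mean of tested wells on that plate plus 3 SD, cut at about 29% in these data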;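 note: 0% = Melanotan II alone and 100% = Melanotan II plus saturating MCL0020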
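Material: U2OS-MC4R stable cell line | Reagent: Melanotan II challenge after compound preincubation | Doses: One concentration, 6.5 µM nominal | Incubation: 30-min compound preincubation, 1-h Melanotan II challenge, 1-h detection, room temperature | Signal: TR-FRET cAMP assay | Replicates: One well per compound, no replicates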
PDI inh = blocks human protein disulfide isomerase activity; P07237; PDI insulin aggregation turbidity, A650, 90 min; inhibition, % at 10 µM; hit rate 0.052% among 350,000; AID 588391;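 active = mean inhibition across replicates of 30% or more, whatever share of single replicates reach that level; inconclusive = mean inhibition below 30% while every single replicate reaches 30%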;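 note: absorbance from insulin aggregation driven by PDI reduction with DTT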
Target sequence (P07237 whole entry, looked up): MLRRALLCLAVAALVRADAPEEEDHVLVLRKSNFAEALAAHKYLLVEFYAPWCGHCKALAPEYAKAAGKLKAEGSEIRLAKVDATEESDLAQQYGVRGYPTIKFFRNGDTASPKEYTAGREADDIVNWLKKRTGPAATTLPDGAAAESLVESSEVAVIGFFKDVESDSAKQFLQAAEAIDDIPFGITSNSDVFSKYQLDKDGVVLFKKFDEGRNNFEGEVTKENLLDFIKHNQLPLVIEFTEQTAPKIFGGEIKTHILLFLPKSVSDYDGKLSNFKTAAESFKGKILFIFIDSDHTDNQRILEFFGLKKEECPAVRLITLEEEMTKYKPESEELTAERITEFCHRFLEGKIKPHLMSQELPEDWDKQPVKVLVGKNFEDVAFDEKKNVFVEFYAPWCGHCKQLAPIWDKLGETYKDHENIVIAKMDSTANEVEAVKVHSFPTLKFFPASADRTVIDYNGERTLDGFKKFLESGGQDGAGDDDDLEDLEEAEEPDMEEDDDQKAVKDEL
aDG glyco up = increases alpha dystroglycan glycosylation; Pro5-aDG cells, alpha-DG glycosylation AlphaScreen (IIH6); 0% Pro5, 100% B10-LARGE cell signal; activation, % at 10 µM; hit rate 0.22% among 360,000;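 active = activation of at least 8% versus controls, or a plate z-score of at least 8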;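 note: Pro5 are CHO cells carrying HIG-tagged alpha-DG that lacks glycosylation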
m5-HT2A agonist = mouse HTR2A agonism via beta-arrestin recruitment; AID 624169; CHO-K1 mHTR2A beta-arrestin complementation, luminescence; percent of 30 µM serotonin response; activation, % at 7.6 µM; P35363; hit rate 0.66% among 360,000;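 active = activation above a run cutoff, the mean activation of all tested compounds plus 3 SD, cut at about 14% in these data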;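 note: 0% = plate median of compound wells and 100% = 30 µM serotonin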
Target sequence (P35363 whole entry, looked up): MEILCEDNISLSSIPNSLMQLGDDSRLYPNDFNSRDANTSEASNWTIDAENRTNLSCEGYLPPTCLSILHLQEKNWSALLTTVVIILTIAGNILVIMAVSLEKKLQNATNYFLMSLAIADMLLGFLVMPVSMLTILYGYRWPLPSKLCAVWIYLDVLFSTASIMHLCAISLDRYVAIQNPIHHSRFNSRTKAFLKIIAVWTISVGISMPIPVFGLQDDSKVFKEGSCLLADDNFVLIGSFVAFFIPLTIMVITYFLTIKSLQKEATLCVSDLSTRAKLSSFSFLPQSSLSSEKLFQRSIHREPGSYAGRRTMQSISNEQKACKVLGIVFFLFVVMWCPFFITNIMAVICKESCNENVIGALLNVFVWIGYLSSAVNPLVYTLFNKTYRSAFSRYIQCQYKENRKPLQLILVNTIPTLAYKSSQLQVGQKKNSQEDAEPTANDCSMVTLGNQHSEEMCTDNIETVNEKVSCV
ABCB6 inh MLPCN = inhibitors of human ABC transporter ABCB6; Q9NP58; K562-ABCB6 porphyrin accumulation, flow cytometry, 1 h; hits give low values; fluorescence ratio to DMSO, % at 10 µM; hit rate 0.19% among 360,000; AID 602162;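 active = fluorescence ratio to DMSO below 75%, the collection mean minus 3 SD; inconclusive = too few cells collected in the well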;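 note: signal is porphyrin accumulated inside mitochondria; 100% equals median channel fluorescence of DMSO control wells; lower ratio means ABCB6 inhibition with less porphyrin fluorescence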
N-glyco inh = N-linked glycosylation inhibition | D54 ERlucT glycosylation luciferase reporter, 24 h; percent of 100 nM tunicamycin response | reporter increase, % at 12.5 µM | hit rate 0.23% among 360,000 | AID 588692;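 active = mean luciferase reporter signal, scaled so untreated is 0 and the glycosylation-blocking control 100, at or above a set limit in every replicate; inconclusive = mean reaches the limit but not every replicate does; inactive = mean below the limit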;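 note: luciferase carries N-glycosylation sites so blocking glycosylation raises the light; 0% = median of neutral control wells and 100% = median of 100 nM tunicamycin wells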
Active calls of the source: *; ? = inconclusive; / = not tested or not shown.

SMILES	CaV13 FRET inh	MC4R barr agon	Vif inh	Cardio protect	MC4R antag cAMP	PDI inh	aDG glyco up	m5-HT2A agonist	ABCB6 inh MLPCN	N-glyco inh
O=C(O)C1[C@H]2C(=O)N(C3CCCC3)C[C@]23C=C[C@H]1O3 (stereo partly specified)	/	-2.1	7.1	-0.9	-1.3	-1.3	-0.2	-0.6	103.0	1.1
CN1CCN(c2ccc([N+](=O)[O-])c(-n3nc(-c4ccccc4)c4ccccc4c3=O)c2)CC1	-2.5	4.1	-13.8	-1.6	4.3	-1.7	3.3	-3.8	99.0	-6.3
Cc1ccc(C(=O)COC(=O)c2ccc(Br)o2)cc1C	-3.8	-1.5	-13.7	-11.8	7.8	9.0	0.1	-1.8	106.0	2.2
COC(=O)c1ccc(CN2C(=O)NC3(CCCc4ccccc43)C2=O)o1 (stereo unspecified)	-5.1	2.4	-5.3	-7.4	11.3	11.8	0.0	1.5	99.0	-1.4
CCOc1cc(/C=N/Nc2ccc(S(=O)(=O)Nc3ccccc3C(=O)O)cc2[N+](=O)[O-])cc(Cl)c1O	-3.8	-3.0	3.0	4.0	-4.0	25.1	-0.4	3.3	94.0	-1.2
O=C(c1cccc(C(=O)N2CCN(Cc3ccccc3)CC2)c1)N1CCN(Cc2ccccc2)CC1	-5.4	0.4	-6.3	0.7	12.8	16.2	-0.1	0.0	99.0	-3.0
Cc1cccc2sc(NC(=O)CCn3cccc3)nc12	-1.5	-2.5	-0.9	9.2	-7.4	0.9	-0.1	-2.0	104.0	0.8
CCOC(=O)C1=C(C)NC(=O)NC1c1cccc(OC)c1OCc1ccccc1Cl (stereo unspecified)	-4.1	3.0	-1.7	-7.0	1.0	1.0	0.1	6.6	89.0	-1.4
CN(CC(=O)Nc1cccc(S(=O)(=O)NC2=NCCC2)c1)Cc1ccccc1Cl	-5.2	-2.3	-1.5	6.2	2.1	-10.8	-0.2	-3.2	90.0	-0.3
CN=C1S/C(=C\c2ccc(Cl)cc2)C(=O)N1C	-1.9	-0.7	9.5	-6.8	13.3	0.3	0.1	0.3	94.0	0.5
CCOC(=O)C1CCCN(S(=O)(=O)c2cc3c4c(c2)CCC(=O)N4CCC3)C1 (stereo unspecified)	-6.4	-0.9	0.9	-12.6	2.0	11.5	1.4	-0.8	93.0	-1.2
COCCN(C(=O)COC(=O)c1cc2c(s1)CCCC2)c1c(N)n(Cc2ccccc2)c(=O)[nH]c1=O	-6.2	-1.7	10.4	-4.2	6.5	1.0	0.3	-5.5	100.0	-0.8
CCOc1ccc(S(=O)(=O)N2CCC(C(=O)NCCN3CCOCC3)CC2)cc1C	-3.7	0.0	17.0	-4.1	2.3	-6.1	-0.1	-4.5	99.0	8.2
Cc1c(Cl)cnc(NC(=O)CSc2nnc3ccccn23)c1Cl	/	-1.3	3.1	2.8	11.7	1.6	0.0	3.4	102.0	-0.1
O=C(c1ccc(N2CCN(C(=O)c3ccc(F)cc3F)CC2)cc1)c1cccc(F)c1	/	-0.4	0.4	-8.9	10.8	-7.5	1.1	0.7	95.0	-2.3
O=S(=O)(c1ccc(NC(=S)NCc2ccncc2)cc1)N1CCCCC1	-1.2	-2.2	-9.0	-5.1	-1.7	-4.7	-0.1	-4.9	102.0	-3.1
CCC(=O)N1CCN(c2ccccc2NC(=O)COc2cc(C)ccc2C(C)C)CC1	-7.6	-0.1	-16.7	54.9*	-1.3	15.6	-0.1	-1.1	95.0	-7.3
Nc1cc(Nc2ccccc2)ccn1	-1.4	-1.8	7.9	-6.1	-0.6	2.0	0.2	-5.1	101.0	-0.3
Cc1cc(NC(=O)c2cc(-c3cccc(OCC(C)C)c3)nc3ccccc23)no1	/	-0.9	-9.9	1.2	12.2	-4.2	-0.1	1.7	97.0	-1.0
Cc1ccccc1OCC(=O)OCC(=O)NC1CCCC1	-2.0	-0.2	0.0	2.9	-0.1	3.4	-0.2	1.0	99.0	2.5
NC(=O)NC(Cc1ccccc1)C(=O)N1CCN(S(=O)(=O)c2ccc(Cl)cc2)CC1 (stereo unspecified)	-2.3	0.8	10.7	3.1	8.6	1.8	-0.2	5.9	101.0	0.9
COc1ccc(S(=O)(=O)N2CCCCCC2)cc1C(=O)N(C)Cc1ccc(Cl)cc1Cl	/	-2.4	-1.9	-9.8	-2.2	-1.4	2.5	-5.0	94.0	-5.0
C=CCn1c(O)c(N=NC(=S)Nc2ccccc2F)c2ccccc21	-5.3	-2.6	-8.6	21.3	-10.3	-1.2	-0.9	-6.8	98.0	9.7
Cc1ccc(C(=O)N/C(=C\c2cccs2)C(=O)NCc2cccnc2)cc1	-5.1	-1.9	7.3	-2.1	3.4	-0.7	0.1	-4.1	98.0	3.1
COc1cccc(/C=C/c2nc3c(cnn3-c3ccccc3)c(=O)[nH]2)c1	-2.0	-1.9	-1.0	1.5	4.6	-5.2	-0.2	2.2	99.0	4.4
O=C(CS(=O)(=O)Cc1ccccc1)Nc1ncccn1	/	-1.9	/	-4.1	9.2	8.7	-0.1	-0.2	95.0	1.0
O=S(=O)(NC(=S)c1ccccc1)c1ccc(F)cc1	-6.7	-2.6	-4.9	-3.0	5.8	7.0	-0.2	2.0	94.0	2.5
COc1ccc2oc(=O)c(C(=O)Oc3ccc(NC(C)=O)cc3)cc2c1	-9.6	0.7	-4.4	-4.5	-8.6	-20.1	0.5	2.5	100.0	4.6
Cc1ccc(NC(=O)Cn2c(=O)oc3ccccc32)cc1	-6.9	-2.7	8.0	10.9	-10.0	7.5	-0.1	0.6	103.0	0.2
CCOC(=O)CC1C(=O)NCCN1C(=O)c1ccc(F)cc1F (stereo unspecified)	/	-1.1	?	3.2	0.2	-0.8	0.6	7.1	105.0	0.2
Cc1ccc(C(=O)NNC(=O)CCC(=O)Nc2cc(C)on2)cc1	-2.5	0.5	2.9	5.6	17.4	-2.6	0.0	2.7	96.0	0.6
CC1(c2ccc(OC(F)F)cc2)NC(=O)N(CC(=O)c2ccc3c(c2)OCO3)C1=O (stereo unspecified)	-1.3	0.1	-13.3	-2.9	9.0	-3.9	0.0	-5.2	102.0	0.8
O=C(Nc1cccc(S(=O)(=O)C(F)(F)F)c1)[C@H]1C[C@H](O)[C@@H](CO)O1	-3.9	-2.2	11.1	3.0	16.3	0.4	0.3	-0.3	100.0	1.2
Cn1c(=O)oc2cc(S(=O)(=O)N3CCN(c4ccc(F)cc4)CC3)ccc21	/	0.6	9.7	-1.0	11.2	1.9	0.3	-4.1	?	-0.6
Cn1c(SCC(=O)Nc2ccc(Cl)cc2F)nnc1-c1ccco1	-3.0	-0.5	-2.3	-7.2	-6.9	-12.0	0.0	3.2	98.0	2.4
Cc1cc(NC(=O)CSc2nc(-c3ccc(F)cc3)cs2)no1	-3.4	8.1	3.9	-2.8	3.2	5.1	0.0	0.9	93.0	-2.1
O=C(NCC1CCCO1)c1ccc(COCC(F)(F)C(F)F)cc1 (stereo unspecified)	-8.1	-0.3	-6.1	0.4	3.9	3.2	0.1	-0.5	101.0	0.9
CC1=Nc2ccccc2/C1=C\c1nc(-c2ccc(C(F)(F)F)cc2)oc1O	-10.0	-1.9	/	-3.2	-7.2	-2.8	-0.3	-1.0	557.0	0.6
N#Cc1cc2c(nc1SCc1cccnc1)CCCCC2	/	2.8	-2.8	1.7	-20.8	1.0	0.1	-4.3	94.0	-1.7
C/C(Cn1cnc([N+](=O)[O-])n1)=N\NC(=O)c1ccccc1O	-1.8	-0.6	-0.5	11.2	5.2	-5.4	-0.1	-3.4	101.0	0.4
COc1cccc(CN2CCC(n3nccc3NC(=O)CCCc3ccccc3)CC2)c1	-5.6	-3.8	4.0	5.7	1.9	4.0	-0.3	-4.0	91.0	-3.1
Cc1cccc(NC(=O)CSc2nnc(-c3cnccn3)n2Cc2ccco2)c1	-3.9	1.5	2.7	5.3	-2.5	0.8	0.2	1.6	101.0	-1.3
COc1ccc(S(=O)(=O)Nc2ccccc2C(=O)NCc2ccco2)cc1Br	-2.7	-0.5	1.1	22.0	1.9	-5.6	0.1	0.1	98.0	-0.5
CC1=C(C#N)C(c2cccnc2)C2=C(CC(c3ccc(Cl)cc3)CC2=O)N1 (stereo unspecified)	/	-1.0	-4.6	7.1	7.2	-4.2	0.2	-4.5	98.0	0.6
CC(C)=CCN1CCN(Cc2nc(C(C)C)cs2)CC1CCO (stereo unspecified)	-5.9	6.2	-2.8	-0.8	-10.5	1.1	0.2	-2.0	98.0	-0.1
COc1ccc(-n2cc(-c3ccccc3)c3c(N4CCOCC4)ncnc32)cc1	-6.5	0.1	5.5	58.5*	15.3	-6.3	-0.1	-4.6	96.0	-5.2
CCCc1[nH]n(-c2nc3ccccc3s2)c(=O)c1C=NCC(C)C	/	-0.7	3.5	5.4	-2.6	0.2	-0.2	0.6	103.0	-2.8
CC1=C(C(=O)OC(C)C)C(C2CC=CCC2)NC(=O)N1 (stereo unspecified)	/	-0.3	0.9	-3.0	-0.1	5.2	-0.1	7.3	99.0	5.7
Cc1cnc(C(=O)NNC(=O)c2ccc(Br)cc2)cn1	-5.9	-2.3	-2.2	38.0	13.4	-1.2	0.5	4.1	98.0	-5.5
COc1ccccc1NC(=O)CSc1nnc(CC(=O)Nc2ccccc2C)n1C	-3.9	-0.4	/	-6.0	-5.6	-3.7	0.0	0.9	99.0	0.7
CCOc1cc(C=O)ccc1OCCCN1C(=O)NC(C)(C)C1=O	-6.0	-2.0	-0.6	2.4	1.8	-6.6	-0.1	1.5	96.0	0.6
C[C@@H]1CCC[C@]2(O[C@@H](CCO)C[C@H](O)[C@H]2O)O1	-4.0	-1.3	-10.8	10.2	6.2	-1.2	-0.1	-0.7	96.0	0.3
CSc1ccc(/C=N/NC(=O)c2ccccc2Cl)cc1	-3.7	0.1	31.3	-3.4	-11.1	10.4	-0.2	-2.5	98.0	?
COC(=O)C1=C(C)N(C2CCCCC2)C(=O)C1	-5.4	-0.5	/	4.1	-1.7	10.2	0.1	-1.5	93.0	/
Cc1c(N=C2NN=C(c3ccc(Cl)cc3)CS2)c(=O)n(-c2ccccc2)n1C	-4.1	-2.3	5.9	4.4	3.6	-0.7	-0.2	0.0	103.0	1.5
COC(=O)c1cc(COC(=O)c2nc3nc(C)cc(C)n3n2)oc1C	-0.6	-3.5	0.4	7.8	-0.2	4.9	-0.2	4.0	95.0	0.6
Cc1onc(-c2ccccc2)c1CNC(=O)Nc1cccc(Cl)c1	-13.8	1.8	-2.2	-15.0	8.4	-5.4	1.0	-9.6	97.0	-4.6
CCCCC(=O)N(c1ccc(OC)cc1)C1C=CS(=O)(=O)C1 (stereo unspecified)	-8.3	-1.7	5.8	-3.3	-12.8	14.3	0.0	2.8	96.0	1.7

Bioassay records deposited in PubChem BioAssay by several laboratories.
